ERAP1 inh: ERAP1 (human) enzyme inhibition. AID 652197. inhibition, % at 10.7 µM. recombinant ERAP1, Leu-AMC fluorescence, 60 min. 340,000 tested, 0.15% active. Q9NZ08;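 active = mean replicate inhibition of at least 30%, or all replicates individually reaching that 30% level; inactive = mean below 30% and not every replicate reaching it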;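 also: 0% = neutral control wells and 100% = L-leucinethiol positive control wells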
Target sequence (Q9NZ08 whole entry, looked up): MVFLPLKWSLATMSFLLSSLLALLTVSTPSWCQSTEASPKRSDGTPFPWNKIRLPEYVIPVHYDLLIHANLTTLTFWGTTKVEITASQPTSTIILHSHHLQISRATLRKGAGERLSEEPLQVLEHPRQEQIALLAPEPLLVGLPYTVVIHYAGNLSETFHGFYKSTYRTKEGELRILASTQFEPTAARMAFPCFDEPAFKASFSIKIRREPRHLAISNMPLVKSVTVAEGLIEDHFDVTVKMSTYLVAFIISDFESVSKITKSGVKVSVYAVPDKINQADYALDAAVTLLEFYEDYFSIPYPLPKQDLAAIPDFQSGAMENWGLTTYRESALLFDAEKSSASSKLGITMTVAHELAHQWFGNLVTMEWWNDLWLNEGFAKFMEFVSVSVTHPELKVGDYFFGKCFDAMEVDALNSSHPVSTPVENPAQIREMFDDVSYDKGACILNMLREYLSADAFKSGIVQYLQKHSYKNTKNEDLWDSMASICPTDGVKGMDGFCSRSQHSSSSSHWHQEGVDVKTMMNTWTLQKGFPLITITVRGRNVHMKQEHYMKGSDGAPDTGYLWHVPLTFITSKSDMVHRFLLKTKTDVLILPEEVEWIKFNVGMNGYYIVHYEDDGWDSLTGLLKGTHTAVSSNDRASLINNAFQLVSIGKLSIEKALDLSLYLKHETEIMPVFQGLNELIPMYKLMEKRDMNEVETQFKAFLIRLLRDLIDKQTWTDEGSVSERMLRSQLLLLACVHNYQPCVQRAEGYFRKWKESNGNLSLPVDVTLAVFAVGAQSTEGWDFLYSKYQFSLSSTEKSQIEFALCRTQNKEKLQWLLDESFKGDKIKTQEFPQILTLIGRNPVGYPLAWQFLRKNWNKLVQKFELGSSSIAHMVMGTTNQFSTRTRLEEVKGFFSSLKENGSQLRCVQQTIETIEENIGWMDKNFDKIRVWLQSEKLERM
CFTR F508del cor: correctors of CFTR F508del function in bronchial epithelial cells. CFBE cells, YFP halide quenching; stimulated with forskolin plus potentiator P3; % fluorescence drop versus neutral controls. activity (quench increase), % at 7.58 µM. 350,000 tested, 0.36% active;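 active = mean added fluorescence quench of at least 8% versus neutral control, with both replicates also reaching 8%; inconclusive = only one of the mean or replicate conditions met; inactive = mean below 8% and not both replicates reaching 8%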;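 also: cells transiently co-express mutant CFTR-F508del with the halide-sensitive YFP; corrector assay measuring rescue of mutant channel to the surface after 24 h compound exposure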
CASP6 VEID inh: blocks human caspase-6 cleavage activity; P55212; purified caspase-6, Z-VEID-R110 cleavage fluorescence; inhibition, % at 12.5 µM; 350,000 tested, 0.53% active; AID 686996;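 active = mean inhibition across replicates at least about 35%, with every replicate also reaching that limit, limit read from the data; inconclusive = only one of the two criteria met; inactive = neither criterion met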;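 also: 0% = median of neutral control wells and 100% = no fluorescence left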
SIRT5 block: sirtuin-5 (human) deacylase inhibition. inhibition, % at 15 µM. Q9NXA8. 330,000 tested, 1.1% active. Purified SirT5, succinyl-peptide AMC, trypsin-coupled fluorescence; in the data active = inhibition above about 15%; inconclusive = no clear call, values can overlap the other calls
ERp5 inh: inhibitors of human ERp5 | ERp5 insulin aggregation, absorbance 650 nm, 90 min | 350,000 tested, 0.05% active | Q15084 | AID 651711 | inhibition, % at 9.99 µM;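 active = mean replicate inhibition above about 25%, with every replicate also reaching it, limit read from the data, passing the limit was not always enough; inconclusive = only one of those two criteria met; inactive = neither criterion met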
DENV2 CPE rescue: protects cells from dengue virus 2 cytopathic effect | DENV2-infected cells, cytopathic effect rescue, plate reader | CPE inhibition, % at 9.99 µM | 350,000 tested, 1.7% active; in the data active = CPE inhibition above about 20%, passing the limit was not always enough; inconclusive = no clear call, values can overlap the other calls; tested in BHK-21 cells;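 also: 0% = median of neutral control wells and 100% = median of positive control wells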
miR122 inh: inhibitors of miR-122 in Huh7 cells; 340,000 tested, 0.3% active; activation (reporter increase), % at 12.5 µM; Huh7 miR-122 Renilla luciferase sensor, 48 h; neutral wells = 0, positive control = 100;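 active = mean replicate activation score at least 90 and every replicate individually at or above 90; inconclusive = only one of the two criteria met; inactive = neither criterion met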;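 also: higher luciferase means less miR-122 activity so hits act as miR-122 inhibitors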
Starred values were filed as active, the others as inactive; ? = inconclusive; . = no result given; & = joins results of further samples; [ ] = another dose, or the depositor's remark. No enrichment for hits, and some 4% of all compounds hit somewhere here.

SMILES	ERAP1 inh	CFTR F508del cor	CASP6 VEID inh	SIRT5 block	ERp5 inh	DENV2 CPE rescue	miR122 inh
COc1ccccc1N1C(=O)[C@@H]2[C@H](C1=O)[C@H](C(=O)c1ccc(OC(C)=O)cc1)N1N=CC=C[C@@H]21	.	-0.5	3	-3	4	2	.
Cc1cccc(S(=O)(=O)N2CCCCN3[C@@H](CO)[C@@H](c4ccc(-c5ccncc5)cc4)[C@@H]3C2)c1	2	-1.4	-4	4	0	5	-2[16.7 µM]
COc1ccc(C(CC(=O)N2CCOCC2)c2c(OC)cc(OC)c3ccc(=O)oc23)cc1 (configuration not stated)	7	-3.0	3	.	-10	-10	-2
CCOc1ccc(NC(=O)N(O)C2(C#N)CCCCC2)cc1	1	-1.3	1	-1	-4	?	.
COc1ccc(N2CCN(C(=O)Cc3ccc(Br)cc3)CC2)cc1	1	1.7	4	0	-5	-1	.
Cc1nnc(SCC(=O)Nc2cccc(N)c2)n1-c1ccccc1	-1	3.1	1	-3	-4	-1	0
COc1ccc(-c2csc(N(CC(C)C)C(=O)c3ccco3)n2)cc1	3	1.5	1	2	2	-1	-3
O=C(c1ccc(F)cc1)N1CCCCN2[C@H](CO)[C@@H](c3ccc(-c4ccc(F)cc4)cc3)[C@H]2C1	2	-0.7	-3	3	-6	-5	2[16.7 µM]
COC(=O)C1=C(C)N(Cc2ccccc2C(F)(F)F)C(=NCc2ccc(C(F)(F)F)cc2)NC1c1ccc(Cl)cc1 (configuration not stated)	0	5.0	-2	0	0	25*	.
C[C@@H]1CCCCO[C@@H](CN(C)C(=O)Nc2ccccc2)[C@H](C)CN([C@@H](C)CO)C(=O)c2cc(NC(=O)Nc3cccc4ccccc34)ccc2O1	0	-3.6	17	-2	2	-4	-3[16.7 µM]
C[C@@H]1CN([C@H](C)CO)C(=O)c2cc(N(C)C)ccc2O[C@@H](C)CCCCO[C@H]1CN(C)S(C)(=O)=O	2	-0.4	18	5	-2	-1	11[16.7 µM]
Cc1cc(Cl)ccc1-c1nc(NC(C)C)nc2ccsc12	10	0.4	0	-4	5	-2	-4
Cc1nc2c(OCc3cc(Cl)cc(Cl)c3)cccn2c1N(C)C(=O)CCC1CCCC1	2	2.2	1	.	6	?	-4
O=C(O)c1cccc(-n2cccc2/C=C2/NC(=O)N(c3cccc(Cl)c3)C2=O)c1	17	-1.0	72*	9	-9	-3	.
COc1cc(C(=O)OCCCN2CCOCC2)cc(OC)c1OC	-1	-2.5	-3	.	-2	49*	.
CC(C)(C)c1ccc(S(=O)(=O)N2CCN(CC(=O)N3CC(=O)Nc4ccccc43)CC2)cc1	0	-2.8	5	12	4	-4	-1
CCn1ncc(C(=O)Nc2ccc(F)cc2)c1C	1	-1.3	2	.	1	14	.
COc1ccc2cc(S(=O)(=O)c3ccccc3)c(=O)oc2c1	-26	0.1	0	-68	5	-2	.
N=c1n(N)c2ccccc2n1CC(=O)c1ccc(Br)cc1	-2	1.0	-4	-7	3	-1	.
CSc1ncc(Cl)c(C(=O)Nc2sc3c(c2C(=O)NCc2ccco2)CCCC3)n1	6	-0.5	-3	-2	0	0	.
Cc1ccc(S(=O)(=O)Nc2cccc3c2O[C@@H](CN(C)C(=O)Nc2c(C)noc2C)[C@H](C)CN([C@H](C)CO)C3=O)cc1	-3	0.0	.	0	-6	-6	0[16.7 µM]
COc1ccccc1C(=O)COC(=O)Cn1nc(C)c([N+](=O)[O-])c1C	0	-2.1	0	0	-2	-3	-6
CN(C)CCCNC(=S)N1CCn2c(nc3ccccc32)C1	4	-3.3	-6	-7	-8	-10	12
O=C(c1cccnc1)N1C[C@@H]2[C@H](c3ccccc31)[C@@H](CO)N2C(=O)C1CCCCC1	-4	2.1	0	-2	7	52*	19[16.7 µM]
O=C(C[C@H]1C[C@H]2c3cc(NC(=O)NC4CCCC4)ccc3O[C@H]2[C@@H](CO)O1)NC1CCCC1	2	0.0	-4	-9	1	-5	5[16.7 µM]
(cont.)
SMILES	ERAP1 inh	CFTR F508del cor	CASP6 VEID inh	SIRT5 block	ERp5 inh	DENV2 CPE rescue	miR122 inh
O=C(Cc1ccncc1)NCC[C@@H]1CC[C@H](NC(=O)Nc2cccc(F)c2)[C@@H](CO)O1	1	-0.6	-3	2	5	3	.
O=C(NCCCO)/C(=C/c1ccc(-c2cccc([N+](=O)[O-])c2)o1)NC(=O)c1ccccc1	3	5.1	4	1	-1	.	-8
Cc1cccc(OCCN2C(=O)c3ccccc3C2=O)c1	0	-0.7	0	-5	-2	-2	14
CCCNC(=O)NC[C@H]1[C@H](c2ccc(C3=CCCC3)cc2)[C@H](CO)N1C(=O)CC	4	3.0	-4	5	0	-1	21[16.7 µM]
C[C@H](CO)N1C[C@H](C)[C@@H](CN(C)C(=O)Nc2cccc(F)c2)Oc2ncc(C3=CCCC3)cc2C1=O	1	4.3	9	2	2	-2	-14[16.7 µM]
O=C(COC(=O)c1n[nH]c2ccccc12)NC1CCCCC1	1	-1.4	1	.	-7	?	6
C[C@@H]1CN([C@H](C)CO)C(=O)c2c(c3ccccc3n2C)-c2ccccc2CO[C@@H]1CN(C)C(=O)c1cc(Cl)cc(Cl)c1	0	1.6	1	19*	7	60*	.
COc1ccc(F)c(CN(C)CC2CCCN(CCc3ccc(F)cc3)C2)c1 (configuration not stated)	-4	-1.6	-5	0	10	8	6
COc1ccc(Cc2nnc(NC(=O)C(C)C)s2)cc1	.	-0.6	-3	-3	6	-4	2
Cc1cc(C)nc(NC=C2C(=O)OC(C)(C)OC2=O)n1	0	-0.4	-1	-2	-1	8	.
COC(=O)c1c(-c2ccc(N(C)C)cc2)sc2ccc(OC)cc12	16	0.5	2	-1	-1	.	-4
COc1ccc2c(c1)c(C(C)=O)c(C)n2C	.	-2.2	2	0	1	14	-1
COc1ccc2[nH]c(=O)c(CN(CCO)S(=O)(=O)c3ccc4c(c3)OCCO4)cc2c1	2	0.1	1	11	-2	-2	.
Cn1c(=O)c2cc(NC(=S)NC3CCCCC3)ccc2n1-c1ccccc1	-4	-0.1	5	.	11	6	18
CC(C)[C@H](NC(=O)NCCC1=CCCCC1)C(=O)O	-3	0.0	-1	-2	0	-4	0
C/C(Cc1ccccc1)=N\NC(=O)CNC(=O)Cc1ccccc1	6	-0.3	2	-4	1	?	.
O=C1CN(C(=O)c2c(F)cccc2F)C(c2ccc(F)cc2)c2cc(F)ccc2N1 (configuration not stated)	-1	0.8	-1	3	-2	9	7
O=[N+]([O-])c1ccc(N2CCN(C(=S)NCc3ccc(Cl)cc3)CC2)cc1	1	-1.3	7	2	-1	-1	.
CC(=O)c1ccc(Nc2nc(C(N)CC(C)C)cs2)cc1 (configuration not stated)	-3	-1.4	-1	.	1	-14	2
COc1ccc(OC)c(NC(=O)Nc2nnc([C@@H]3O[C@H](CO)[C@@H](O)[C@H]3O)s2)c1	-4	-3.3	-1	.	4	-3	-4
COc1ccc(S(=O)(=O)Nc2ccc3c(c2)C(=O)N([C@H](C)CO)C[C@H](C)[C@@H](CN(C)C(=O)Nc2c(C)noc2C)OCCCC[C@H](C)O3)cc1	-1	4.2&-3.5	1&2	-7&-5	-2&-1	10&8	0
CN(C)CC(=O)Nc1ccc2c(c1)[C@@H]1C[C@H](CC(=O)N3CCN(C)CC3)O[C@H](CO)[C@@H]1O2	1	0.1	-1	10	3	7	0[16.7 µM]
O=C(CSc1ccccc1)Nc1ccc(Cl)c(S(=O)(=O)N2CCOCC2)c1	1	1.8	0	-3	1	-6	.
O=C(Nc1ccccc1-c1ccccc1)C1CCC1	6	-2.2	0	-1	-8	-1	.
CCCCCCN1C[C@H](n2cc(-c3ccc(F)cc3)nn2)[C@@H](O)C[C@@H]1c1ccc(C)cc1	1	0.4	0	-4	-3	9	2
Next part.
SMILES	ERAP1 inh	CFTR F508del cor	CASP6 VEID inh	SIRT5 block	ERp5 inh	DENV2 CPE rescue	miR122 inh
O=C(Nc1ccc(F)cc1)Nc1ccc2c(c1)[C@@H]1C[C@H](CC(=O)N3CCCCC3)O[C@@H](CO)[C@@H]1O2	.	2.7	.	.	.	-3	5[16.7 µM]
CCCOc1ccc(CNC(=O)Cn2c(=O)oc3ccccc32)cc1	0	-1.4	-2	0	-2	-4	-2
CC(=O)Nc1ccc(N=C(C2=C(O)c3ccccc3C2=O)c2ccccc2)cc1	13	.	1	-2	0	-2	.
COc1ccc(OC)c(C2=NS(=O)(=O)N(C)C(C(=O)N3CCC4(CC3)OCCO4)=C2)c1	4	0.5	2	2	8	-7	-3
CCOC(=O)C(C)Oc1ccc(OCc2ccccc2)cc1 (configuration not stated)	-3	-1.4	.	5	2	-2	.
CO[C@H]1CN(C)C(=O)c2cc(NS(C)(=O)=O)ccc2OC[C@@H](C)N(C(=O)CN(C)C)C[C@H]1C	-4	-1.2	-3	0	-1	8	-6[16.7 µM]
CC(C)c1ccc(/C=C/C(=O)Nc2ccc(CN3CCOCC3)cc2)cc1	0	-0.4	0	-4	1	0	-6
Cc1cc(NC(=O)c2ccc3c(c2)C(=O)N(c2cccc(C)c2C)C3=O)no1	4	-0.6	0	-3	6	-4	0
C[C@@H]1CN([C@H](C)CO)S(=O)(=O)c2ccc(C#CCN(C)C)cc2O[C@H]1CN(C)Cc1ccccc1F	4	-0.2	1	-2	2	-3	12[16.7 µM]
Cc1ccc(-c2nc(CS(=O)CC(=O)NC3CCCCC3)c(C)o2)cc1 (configuration not stated)	2	-2.4	3	-3	2	-4	20
CC(=O)OCn1ncc(N2CCOCC2)c(Br)c1=O	-1	-1.6	1	0	-3	5	-6
COc1cc(NC(=O)C2C3C=CC(C3)C2C(=O)O)ccc1NC(=O)c1ccccc1 (configuration not stated)	2	1.3	-3	0	5	3	-2
O=C(N[C@@H](Cc1ccccc1)C(=O)O)c1cccnc1	1	-2.7	0	.	13	1	.
CCc1nc2ccc(C(=O)NCCCn3ccnc3)cn2c1N(CC)CCN(C)C	-5	-1.9	-30	-1	9	15	-6
Cc1nc2sc(C(c3cccs3)N3CCC(C(N)=O)CC3)c(O)n2n1 (configuration not stated)	1	-0.2	0	-1	-5	?	.
CNC(=O)C[C@@H]1CC[C@H]2[C@@H](COc3ccc(NC(=O)Nc4cccc(Cl)c4)cc3C(=O)N2C)O1	0	-0.4	1	5	-4	9	5[16.7 µM]
COc1cc(COCC(O)CN2CCN(Cc3ccccc3)CC2)cc(OC)c1OC (configuration not stated)	-4	-2.0	-2	-11	1	14	-4
C[C@@H]1CCCCO[C@@H](CN(C)Cc2ccncc2)[C@H](C)CN([C@H](C)CO)C(=O)c2cc(NS(=O)(=O)c3ccc(F)cc3)ccc2O1	0	0.7	1	3	1	-2	2[16.7 µM]
CC[N+](C)(C)CC/C=C1/c2ccccc2Sc2ccc(Cl)cc21	-2	1.1	-3	-4	1	-7	5
CN1[C@@H]2c3ccc(/C=C/c4ccccc4)c(=O)n3C[C@@H]2[C@@H](CO)[C@@H]1C(=O)NC1CCCCC1	2	.	0	-28	-1	-2	.
N#Cc1c(C(F)(F)F)cc(-c2ccc(Cl)cc2)nc1SCC(=O)O	-2	-7.2	-3	0	2	3	1
Cc1noc(C)c1COc1ccccc1C(=O)N(C)Cc1ccco1	1	0.1	1	-4	4	11	3
Cc1nc(N)sc1-c1csc(Nc2ccc(Cl)cn2)n1	2	0.7	18	-5	2	12	-3
CN1CCN(c2ccc(C(F)(F)F)cc2NC(=O)Nc2ccccc2)CC1	-12	-3.9	-6	0	1	4	-12
O=c1[nH]cccc1-c1nc2cc(Cl)ccc2n1Cc1ccccc1	6	0.5	2	-9	5	-1	-4
Cc1ccc(S(=O)(=O)c2nc(/C=C/c3ccccc3)oc2N2CCC(C(N)=O)CC2)cc1	1	1.9	0	-8	2	14	-3
CCOC(=O)c1nn(-c2ccccc2F)c2nc(Nc3ccccc3)cc(=O)n12	4	.	-5	-6	-3	-14	.

High-throughput results from PubChem.
